CDK5 inh: CDK5/p35 (human) kinase inhibition | Q00535+Q15078 | Recombinant CDK5/p35, ADP-Glo luminescence, 60 min | inhibition, % at 10 µM | actives 0.01% (n = 330,000);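 active means highest replicate inhibition of at least 50% and at least 75% of replicates reaching 50%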;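 further: plate controls were DMSO neutral control for no effect and GW8510 at 10 µM for full effect; many of its hits are not listed in these tables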
Keap1 Nrf2 FP: Keap1-Nrf2 (human) interaction inhibition. Keap1 Kelch-Nrf2 peptide fluorescence polarization, 1536-well. inhibition, % at 9.4 µM. actives 0.15% (n = 340,000). AID 504523; in the data active means inhibition above about 12%;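 further: human Keap1 Kelch domain with fluorescein labeled Nrf2 9mer peptide probe; 0% = neutral control wells and 100% = peptide positive control; higher means more block of Keap1 binding to Nrf2 peptide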
Target sequence (Q14145 whole entry, looked up, the tested form may be a part): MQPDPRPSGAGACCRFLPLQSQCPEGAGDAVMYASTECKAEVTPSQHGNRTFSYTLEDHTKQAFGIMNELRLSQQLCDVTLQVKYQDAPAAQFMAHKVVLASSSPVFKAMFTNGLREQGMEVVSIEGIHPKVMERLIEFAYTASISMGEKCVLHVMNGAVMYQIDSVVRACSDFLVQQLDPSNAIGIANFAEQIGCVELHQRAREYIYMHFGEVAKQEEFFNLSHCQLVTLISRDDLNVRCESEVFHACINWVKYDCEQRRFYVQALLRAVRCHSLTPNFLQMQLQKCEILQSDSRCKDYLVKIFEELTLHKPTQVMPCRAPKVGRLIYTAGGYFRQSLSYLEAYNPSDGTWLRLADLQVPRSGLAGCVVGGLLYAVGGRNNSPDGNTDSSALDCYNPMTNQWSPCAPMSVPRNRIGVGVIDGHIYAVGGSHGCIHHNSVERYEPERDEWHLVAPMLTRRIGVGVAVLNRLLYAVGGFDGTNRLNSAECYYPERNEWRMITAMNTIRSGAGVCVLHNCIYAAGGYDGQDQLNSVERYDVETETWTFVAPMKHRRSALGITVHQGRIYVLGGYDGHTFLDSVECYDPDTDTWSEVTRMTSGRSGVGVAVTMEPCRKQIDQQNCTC
RTF Ca sens act: increases calcium sensitivity of human cardiac regulated thin filaments | actives 0.24% (n = 340,000) | IANBD-labeled TnC RTF fluorescence at EC20 calcium; 0% EC20 calcium, 100% full calcium | P19429+P45379 | AID 493008 | activation, % at 7.2 µM;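 active means activation above the mean over all tested compounds plus 3 SD, cut at about 30% in these data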;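 further: rise in fluorescence read as greater calcium sensitivity of cardiac thin filaments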
NSD2 inh: blocks human histone methyltransferase NSD2; O96028; NSD2 peptide methylation, AlphaScreen, 120 min; inhibition, % at 12.5 µM; actives 0.54% (n = 310,000); AID 743445; in the data active means inhibition above about 50%
PfHsp90 set2: growth inhibition of yeast expressing Plasmodium Hsp90; S. cerevisiae expressing PfHsp90, BacTiter-Glo ATP, 48 h; yeast lacking PDR1 and PDR3 efflux regulators; inhibition, % at 9.4 µM; actives 0.32% (n = 310,000); AID 504621;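 active means every replicate shows inhibition above about 80%, whatever the replicate mean, limit read from the data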;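 further: 0% = DMSO neutral controls and 100% = 20 µM radicicol positive controls; yeast relying on Plasmodium falciparum Hsp90 in place of its own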
PvdQ inh: P. aeruginosa PvdQ acylase inhibition; purified PvdQ acylase, fluorescence plate reader; inhibition, % at 10 µM; actives 0.063% (n = 340,000); AID 488965; in the data active means inhibition above about 30%, passing the limit was not always enough;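 further: 0% = vehicle neutral wells and 100% = reference inhibitor wells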
Rtt109 Vps75: blocks Candida albicans Rtt109/Vps75 acetyltransferase activity | inhibition, % at 34.9 µM | actives 0.16% (n = 330,000) | Q5AAJ8 | purified Rtt109/Vps75, ThioGlo CoA-SH fluorescence, 4 h;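 active means inhibition of at least 50% in every replicate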
dFosB act: mouse delta FosB homodimer activation. activation, % at 25 µM. actives 0.99% (n = 340,000). purified delta FosB, TAMRA-CDK5 oligo fluorescence polarization; percent of positive-control signal above neutral wells. P13346;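 active means mean activation above about 17%, with every replicate also reaching it, limit read from the data, passing the limit was not always enough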;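 further: fluorescence polarization rise as delta FosB binds a TAMRA Cdk5 AP-1 oligo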
Target sequence (P13346 whole entry, looked up): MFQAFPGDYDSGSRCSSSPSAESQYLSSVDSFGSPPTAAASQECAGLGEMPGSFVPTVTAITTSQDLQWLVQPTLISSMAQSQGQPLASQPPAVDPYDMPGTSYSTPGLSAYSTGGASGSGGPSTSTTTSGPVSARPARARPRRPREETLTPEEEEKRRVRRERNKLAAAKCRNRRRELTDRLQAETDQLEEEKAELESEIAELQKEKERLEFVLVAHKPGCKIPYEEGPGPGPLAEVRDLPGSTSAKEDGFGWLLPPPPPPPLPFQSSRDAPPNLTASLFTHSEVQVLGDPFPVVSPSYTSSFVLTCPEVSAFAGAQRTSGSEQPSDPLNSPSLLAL
LANA DNA inh: KSHV C-LANA DNA binding inhibition; MBP-C-LANA/FAM-LBS DNA binding, fluorescence polarization; actives 0.078% (n = 340,000); inhibition, % at 9 µM; AID 504423;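 active means highest replicate inhibition at or above 60% at 9 µM, even if other replicates fall short; inactive means all replicates below 60% inhibition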;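 further: 0% = neutral control wells and 100% = 4 µM acridine orange control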
RTF Ca sens inh: cardiac RTF calcium desensitization; P19429+P45379; IANBD-labeled cardiac RTF, Ca2+ fluorescence; inhibition, % at 7.15 µM; actives 0.12% (n = 340,000); AID 493244;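 active means inhibition above the mean inhibition of all tested compounds plus 3 SD, cut at about 17% in these data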;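 further: assay run at fixed EC70 calcium of 1.6 mM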
Mot1-301 SUMO: SUMOylation pathway inhibition by Mot1-301 growth rescue. S. cerevisiae Mot1-301 growth rescue, ATP luminescence, 38.5C; percent above DMSO median, 100 means doubled. growth rescue, % at 18.8 µM. actives 1% (n = 320,000). AID 2716;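 active means every valid replicate shows activation above 250% relative to neutral control wells; inactive means the rest, any valid replicate at or below 250%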;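 further: OY570 slx delta 5 strain wells were the positive control but not used for scaling; some compounds called inactive have numbers as strong as hits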
Starred values were filed as active, the others as inactive; nt = no result given.

SMILES	CDK5 inh	Keap1 Nrf2 FP	RTF Ca sens act	NSD2 inh	PfHsp90 set2	PvdQ inh	Rtt109 Vps75	dFosB act	LANA DNA inh	RTF Ca sens inh	Mot1-301 SUMO
CC1CCN(CCCNC(=O)COc2cc(=O)n(C)c3ccccc23)CC1	-0.1	-2	-3	-2	5	-6	2	-12	1.6	2	2
CCN(CC)CCCNC(=O)C1c2ccccc2Oc2ccccc21	-0.4	0	-5	4	-15	-7	8	-4	1.0	-2	0
CCCCOc1ccc(C(=O)N(Cc2ccccc2)C2CCS(=O)(=O)C2)cc1 (configuration not stated)	-0.9	5	2	-2	-5	-14	0	-10	0.9	-5	-3
Fc1ccccc1Cc1noc(CN2CCN(c3ccc(Cl)cn3)CC2)n1	0.3	2	2	-2	nt	8	4	-1	-2.7	0	-4
COc1ccc(Nc2nc(=O)c3cc([N+](=O)[O-])ccc3s2)cc1	-0.3	0	-3	1	-31	-5	-6	11	-2.1	-5	nt
Cc1oc(-c2cccc(Cl)c2)nc1CN1CCC(C(=O)N2CCN(c3ccccc3F)CC2)CC1	1.3	-4	9	nt	0	4	5	3	-1.4	1	-5
COc1ccc(NC(=O)c2ccc3c(c2)S(=O)(=O)N=C2CCCCCN23)cc1S(N)(=O)=O	0.6	-5	1	1	nt	-17	6	-5	-0.1	-3	nt
CCCCN(C)C(=O)c1ccc(S(=O)(=O)N2CCOCC2)cc1	-0.7	-1	-3	2	-18	-8	-6	-4	-0.8	-1	4
COc1ccc(C2C3=C(CC(C)(C)CC3=O)Nc3c2c(=O)n(C)c(=O)n3C)cc1OC (configuration not stated)	-0.8	0	7	-3	6	-8	6	-11	-1.0	-12	-13
OCC1CCCN1C(=S)Nc1ccccc1 (configuration not stated)	-0.7	-3	-5	-1	11	-1	-7	1	0.2	1	-21
CN1/C(=C\C(=O)c2ccco2)c2ccccc2CC1(C)C	-1.7	4	4	4	-13	-3	nt	-9	-0.3	-3	-17
CC(C)(C)C1=C(C#N)C(c2cccnc2)C(C#N)=C(N)O1 (configuration not stated)	0.9	-1	1	-2	-1	-15	-1	-6	0.0	-22	1
O=C(NCC(=O)N(Cc1cccs1)C(C(=O)NC1CCCCC1)c1ccncc1)c1ccco1 (configuration not stated)	-5.3	-9	16	-24	13	-3	-2	-5	1.3	-1	-11
O=C(Nc1ccccc1)N1CCC(n2c(=O)[nH]c3ccccc32)CC1	0.7	0	0	nt	20	-1	1	-4	-1.0	-3	-5
Cc1cccc(NC(=O)CSCC(=O)N2CCCc3ccccc32)c1	-0.6	-1	-1	18	nt	-1	3	-5	-0.2	1	503*
C=CCn1c(SCC(=O)N2CCc3ccccc3C2)nc2sc(C)c(C)c2c1=O	1.3	-7	-3	0	-4	-12	-8	-10	-0.1	-2	0
Cc1cc(Br)ccc1N=C1NC(=O)CS1	-0.8	-5	3	-3	2	-12	0	-1	0.6	-8	2
O=C(Nc1ccc(Br)cc1)c1cccc(N2C(=O)CCC2=O)c1	-0.4	-3	0	-1	6	-8	-2	3	-0.3	-10	-2
CCCCC(CC)COC(=O)CCCCC(=O)OCC(CC)CCCC (configuration not stated)	0.6	-4	-5	nt	-11	-7	-8	0	0.8	7	62
COC(=O)c1ccccc1NC(=O)c1cc2sccc2n1C	-3.4	-4	9	0	-16	-5	7	-11	0.2	-3	-3
Cc1cc(=O)n(Cc2ccc(OC(C)C)cc2)c(=S)[nH]1	4.2	1	-2	-3	6	8	-7	-3	0.9	5	-7
O=C(Cn1cc(C(F)(F)F)ccc1=O)N1CCN(S(=O)(=O)c2ccc(Cl)cc2)CC1	1.0	0	-1	-1	5	-8	-1	0	0.3	-3	3
COc1ccccc1-c1cc(N)n(S(=O)(=O)c2cccc3nsnc23)n1	0.1	-8	3	1	12	6	23	-1	-0.3	-2	-11
Cc1ccc(/C=N/NC(=O)c2sccc2OCc2ccc(F)cc2)cc1	-2.6	0	-4	0	-3	-5	17	-21	0.0	7	18
CC(=O)N/N=C(\C)c1ccc(Br)cc1Br	-0.7	4	0	32	5	-9	-7	4	-0.4	-8	4

In another format: results already given
canonical_smiles | CDK5 inh | Keap1 Nrf2 FP | RTF Ca sens act | NSD2 inh | PfHsp90 set2 | PvdQ inh | Rtt109 Vps75 | dFosB act | LANA DNA inh | RTF Ca sens inh | Mot1-301 SUMO
OCC1CCCN1C(=S)Nc1ccccc1 (configuration not stated) | -0.7 | -3 | -5 | -1 | 11 | -1 | -7 | 1 | 0.2 | 1 | -21
CN1/C(=C\C(=O)c2ccco2)c2ccccc2CC1(C)C | -1.7 | 4 | 4 | 4 | -13 | -3 | nt | -9 | -0.3 | -3 | -17
CC(C)(C)C1=C(C#N)C(c2cccnc2)C(C#N)=C(N)O1 (configuration not stated) | 0.9 | -1 | 1 | -2 | -1 | -15 | -1 | -6 | 0.0 | -22 | 1
O=C(NCC(=O)N(Cc1cccs1)C(C(=O)NC1CCCCC1)c1ccncc1)c1ccco1 (configuration not stated) | -5.3 | -9 | 16 | -24 | 13 | -3 | -2 | -5 | 1.3 | -1 | -11

Next structures follow:
SMILES	CDK5 inh	Keap1 Nrf2 FP	RTF Ca sens act	NSD2 inh	PfHsp90 set2	PvdQ inh	Rtt109 Vps75	dFosB act	LANA DNA inh	RTF Ca sens inh	Mot1-301 SUMO
CC1CCc2sc(C(=O)N/N=C/C3CCCCC3)cc2C1 (configuration not stated)	0.7	-3	6	3	13	-6	-8	-16	0.1	-5	-1
CCCCCCCCC(=O)NCCOc1ccccc1	0.1	-3	3	2	-21	-14	-3	-2	-1.9	4	-6
COc1ccccc1C(CNC(=O)c1cc(S(=O)(=O)N2CCOCC2)ccc1C)N1CCCC1 (configuration not stated)	2.4	-6	1	3	4	-11	-16	-4	-0.3	-3	9
Cc1nc2ccsc2c(=O)n1-c1cccc(Cl)c1	0.2	-8	12	2	-7	6	2	4	-0.2	-2	2
CN(CC(=O)Nc1ccccc1Br)C(=O)CNC(=O)C1CCCCC1	0.6	-1	-4	9	-4	-6	0	-3	-0.4	-5	-2
CCOC(=O)C(=O)NC12CC3CC(CC(C3)C1)C2	0.5	-1	5	-2	-6	-14	-6	4	-0.5	-24	-17
COc1ccc(Cl)cc1C(=O)Nc1ccc(S(N)(=O)=O)cc1	0.2	-2	1	-2	-2	3	14	-9	0.8	-7	-28
C=CCn1c(=O)c2ccccc2n2c(SCC(=O)O)nnc12	-1.3	2	-1	3	-3	-7	-10	4	0.3	-4	-3
COc1ccccc1C(=O)Nc1ccc(S(=O)(=O)Nc2nccs2)cc1	-3.4	-2	-3	0	23	-8	-7	-4	-0.1	-7	65
CCOC(=O)c1cnc2ccc(C)cc2c1NCCN1CCOCC1	-0.1	0	-1	0	-12	-15	-2	-2	-0.6	-15	154
COc1ccc(S(=O)(=O)Nc2ccc(CC#N)cc2)cc1	0.4	6	6	-3	-2	-10	-10	-3	-0.5	-7	-19
CS(=O)(=O)N1CCC(C(=O)Nc2ccc(C(N)=O)cc2)CC1	0.5	3	4	-1	-13	-12	-1	5	-0.1	-1	-5
COc1cc(C(C)=O)ccc1OCC(O)Cn1nc(C)c(C(C)=O)c1C (configuration not stated)	-0.9	1	-4	1	-1	3	-2	0	0.7	7	118
Cc1ccc(OCCn2cc(/C=C(\C#N)C(=O)NCC3CCCO3)c3ccccc32)cc1 (configuration not stated)	0.4	-1	3	-1	18	9	-2	2	3.1	3	7
CC1CN(S(=O)(=O)c2ccc(C(=O)N(CCCN(C)C)c3nc4cc5c(cc4s3)OCCO5)cc2)CC(C)O1 (configuration not stated)	-1.1	4	-5	2	-14	12	-9	4	-1.7	-9	0
COc1ccc(C(=O)N/C(=C\c2ccc(SC)cc2)C(=O)NCCCn2ccnc2)cc1OC	-0.1	2	-3	-3	-12	-2	8	8	-2.1	-7	45
COc1ccc(N2CCN(C(=O)c3ccc4c(=O)n(Cc5ccc6c(c5)OCO6)c(=O)[nH]c4c3)CC2)cc1	-0.4	-1	0	14	4	9	-3	-6	7.7	-10	17
COc1ccc(CN2CC(=O)N(c3ccccc3OC)C2=S)cc1OC	2.2	-6	-3	-2	-4	-10	-2	-6	1.5	-4	3
CCCC(=O)NCc1cc(-c2nn(C)c(=O)c3ccccc23)ccc1C	-1.1	1	0	12	1	-15	-8	-13	-0.7	2	8
Cn1c(=O)c2c(nc(SCC(=O)NCC3CCCO3)n2C)n(C)c1=O (configuration not stated)	-4.2	0	1	-2	nt	-8	8	1	0.9	-5	90
COCCn1c(SCC(=O)Nc2nnc(C)s2)nnc1-c1ccoc1C	-1.0	-2	-3	-1	13	4	-10	4	1.3	-1	-15
Cn1c(=O)c2ccccc2n(CC(=O)N2CCCc3ccccc32)c1=O	-3.0	-5	1	-2	-14	1	1	-1	-0.5	11	-12
COc1cc(/C=N/NC(=O)c2cc(-c3ccco3)nc3ccccc23)cc(OC)c1O	0.7	-2	2	14	-15	-13	-5	-1	2.4	-10	-16
COC(=O)[C@@H](NC(=O)/C=C/c1ccc(OC)cc1)C(C)C	1.5	-1	3	-1	0	-5	3	0	-0.3	-5	10
CC1CCCCC1NC(=O)COC(=O)c1cccn1C (configuration not stated)	-2.0	2	-1	0	nt	-3	-3	4	0.3	5	6

(continued)
SMILES	CDK5 inh	Keap1 Nrf2 FP	RTF Ca sens act	NSD2 inh	PfHsp90 set2	PvdQ inh	Rtt109 Vps75	dFosB act	LANA DNA inh	RTF Ca sens inh	Mot1-301 SUMO
COc1ccc(-c2nnc(NC(=O)C3CCCN3S(=O)(=O)c3cccs3)o2)cc1 (configuration not stated)	0.8	0	-8	-1	nt	-14	-11	-14	1.0	-11	-6
OC1O[C@H](c2ccc3c(c2)OCO3)[C@H]2CO[C@H](c3ccc4c(c3)OCO4)[C@@H]12 (some centres not stated)	2.8	-2	-9	nt	13	-4	-2	2	1.0	3	3
C=C(C)c1cccc(C(C)(C)NC(=O)NCc2cccnc2)c1	-1.3	-2	7	0	15	-8	-8	-6	-1.4	0	26
Cc1ccc(C2c3sc(=O)[nH]c3SC3C4CC(C5C(=O)N(C(C)C(=O)O)C(=O)C45)C23)cc1 (configuration not stated)	2.0	-5	4	2	-1	7	2	3	-1.3	-2	6
CC(C)CC(NC(=O)CCC(=O)OCC(=O)[C@@]1(O)CCC2[C@@H]3CCC4=CC(=O)C=C[C@]4(C)C3[C@@H](O)C[C@@]21C)C(=O)O (some centres not stated)	0.3	3	-2	-5	2	-8	-7	-2	1.4	-2	164
CCOc1ccc(C(=O)NCCN2CCCC2)cc1	2.4	-4	1	-2	0	-11	-18	-1	1.1	-20	-2
Cc1ccc(C(=O)NC(=S)NNC(=O)c2ccccc2O)cc1	-1.1	0	-6	50*	16	-10	-1	-6	0.3	-8	1
Nc1cc(=O)[nH]c(SCC(=O)NNC(=O)Cc2ccccc2)n1	0.5	-1	-2	-2	-36	-13	-1	1	0.4	-14	333*
Cc1c(C(=O)OCCOC(C)C)[nH]c2c1C(=O)CC(c1ccco1)C2 (configuration not stated)	-0.4	-5	-3	nt	nt	-4	2	-6	2.1	-9	2
COc1ccc(C(=O)Nc2cccc3c2CCCC3)cc1	0.0	0	5	-4	1	-18	-6	-7	0.1	-7	8
COCC(=O)N1CCC(Oc2ccc(C(=O)N[C@H](C(=O)OC)C(C)C)cc2)CC1	1.6	2	-3	-2	-5	-18	4	-4	1.7	-7	1
